Assay outcomes (PubChem)
esBAF inh: blocks esBAF chromatin remodeling in mouse ES cells. Bmi1-luciferase knock-in reporter, 24 h; 100% = twice the neutral-well signal. reporter increase, % at 12.5 µM. actives 2% (n = 350,000). AID 602393; in the data active = activation above about 40%;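 also: 0% = median of the plate's neutral control wells and 100% = double that signal; a rise in the Bmi1 reporter signal indicates esBAF inhibition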
RAD52 inh: inhibitors of human RAD52 DNA annealing; P43351; recombinant RAD52 DNA annealing, FRET fluorescence; inhibition, % at 18.7 µM; actives 0.46% (n = 360,000);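 active = every replicate showing at least 50% inhibition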
E-sel inducer: induces E-selectin expression in human endothelial cells | AID 686992 | HUVEC E-selectin immunofluorescence imaging; normalized: neutral wells 0, TNF-alpha wells 100 | actives 0.37% (n = 260,000) | activation, % at 7.58 µM;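 active = mean E-selectin-positive cell signal at least 10% of the positive control, reached in at least 60% of replicates, without over 20% cell loss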;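 also: in these data hits start at about 27%; measured in HUVEC primary endothelial cells; signal is the percent of cells scored E-selectin positive by PE staining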
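Assay system: HUVEC, human umbilical vein endothelial cells / Amount: 3,000 HUVEC/well / Controls: TNF-alpha positive control, DMSO neutral control / Compound dosing: single concentration / Medium: EGM-2 over gelatin coat / Evaluation: percent E-selectin-positive cells / Signal: immunofluorescence imaging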
ERp5 block: ERp5 (human) disulfide isomerase inhibition. Q15084. ERp5 insulin aggregation, absorbance 650 nm, 90 min. inhibition, % at 9.99 µM. actives 0.05% (n = 350,000). AID 651711;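 active = mean replicate inhibition above about 25%, with every replicate also reaching it, limit read from the data, passing the limit was not always enough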
ARNT-TACC3 inh: ARNT/TACC3 interaction disruption | Q9Y6A5 | AlphaScreen His-ARNT PAS-B/GST-TACC3 binding, luminescence; TACC3 fragment carries E629A point mutation | inhibition, % at 9.99 µM | actives 0.66% (n = 390,000);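 active = mean inhibition of replicates at least 50% and at least half of replicates each reaching 50%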;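 also: 0% = complete ARNT plus TACC3 wells and 100% = ARNT alone without TACC3; many hits fall short of the cut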
PglD inh: blocks C. jejuni PglD acetyltransferase activity; inhibition, % at 12.5 µM; purified PglD enzyme, DTNB colorimetric CoA detection; actives 0.098% (n = 360,000); AID 602405; in the data active = inhibition above about 16%, passing the limit was not always enough; also: strong numbers were not always called active
Casp6 inh: inhibitors of human caspase-6 | P55212 | actives 0.53% (n = 350,000) | inhibition, % at 12.5 µM | purified caspase-6, Z-VEID-R110 cleavage fluorescence;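 active = mean inhibition across replicates at least about 35%, with every replicate also reaching that limit, limit read from the data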;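 also: 0% = median of neutral control wells and 100% = no fluorescence left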
Target sequence (P55212 24-179 limits assumed): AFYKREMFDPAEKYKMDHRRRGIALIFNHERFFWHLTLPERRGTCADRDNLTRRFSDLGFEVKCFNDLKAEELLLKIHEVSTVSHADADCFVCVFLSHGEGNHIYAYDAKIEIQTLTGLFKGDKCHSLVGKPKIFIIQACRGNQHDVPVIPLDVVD
Target sequence (P55212 194-293 limits assumed): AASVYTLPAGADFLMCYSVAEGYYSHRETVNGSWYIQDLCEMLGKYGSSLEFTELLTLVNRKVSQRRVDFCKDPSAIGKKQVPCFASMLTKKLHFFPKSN
RAD54 branch: RAD54 (human) branch migration inhibition; Q92698; RAD54 Holliday junction branch migration, FAM/BHQ fluorescence; inhibition, % at 10.4 µM; actives 0.14% (n = 360,000); AID 602329;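 active = mean normalized replicate activity at least 40 and at least half of replicates scoring 40 or more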;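 also: 0% = median of neutral control wells and 100% = median of positive control wells; inhibitors cause a drop in the FAM fluorescence signal; in these data hits start at about 50%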
Target sequence (Q92698 whole entry, looked up): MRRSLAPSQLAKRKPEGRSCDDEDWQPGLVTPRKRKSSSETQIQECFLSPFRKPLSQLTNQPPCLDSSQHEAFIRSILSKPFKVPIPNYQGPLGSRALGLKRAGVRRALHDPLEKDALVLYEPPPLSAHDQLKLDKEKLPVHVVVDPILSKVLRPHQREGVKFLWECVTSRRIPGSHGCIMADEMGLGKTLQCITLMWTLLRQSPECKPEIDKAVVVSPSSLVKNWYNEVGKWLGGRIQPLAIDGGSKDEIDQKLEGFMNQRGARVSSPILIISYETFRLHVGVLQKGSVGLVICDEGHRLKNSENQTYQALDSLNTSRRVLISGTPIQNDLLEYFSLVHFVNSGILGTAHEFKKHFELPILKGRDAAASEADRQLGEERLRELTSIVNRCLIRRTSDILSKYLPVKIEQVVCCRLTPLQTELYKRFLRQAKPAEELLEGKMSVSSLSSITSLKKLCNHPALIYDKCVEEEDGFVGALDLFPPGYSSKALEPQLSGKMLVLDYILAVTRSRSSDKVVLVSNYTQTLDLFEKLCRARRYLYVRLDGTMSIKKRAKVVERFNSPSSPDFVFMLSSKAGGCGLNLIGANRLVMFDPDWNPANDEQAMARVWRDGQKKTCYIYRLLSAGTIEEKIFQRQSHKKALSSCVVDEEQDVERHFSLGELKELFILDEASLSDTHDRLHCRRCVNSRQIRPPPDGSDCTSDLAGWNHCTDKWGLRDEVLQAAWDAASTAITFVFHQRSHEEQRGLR
An asterisk follows results filed as active; . = not tested or not shown; & = joins results of further samples.

SMILES	esBAF inh	RAD52 inh	E-sel inducer	ERp5 block	ARNT-TACC3 inh	PglD inh	Casp6 inh	RAD54 branch
CCCN(C(=O)c1ccc(S(=O)(=O)N2CCCC2)cc1)C1CCS(=O)(=O)C1 (centres undefined)	-7	-24	-0.4	-3	-16	-4	-1	5
COc1ccccc1NS(=O)(=O)c1ccc(C)c(C(=O)NC2=NCCS2)c1	-2	-8	.	3	-1	-6	1	8
Cc1ccc(SCC(=O)NCc2ccccc2)cc1	24	-15	.	-13	5	0	0	-8
COc1ccc(CN(C)C[C@@H]2Oc3c(NS(=O)(=O)c4ccc(OC)cc4)cccc3C(=O)N([C@@H](C)CO)C[C@@H]2C)cc1	-1	9	0.6	2	-6	0	.	-1
CC(=O)c1cccc(NC(=O)c2cc(-c3ccco3)nc3ccccc23)c1	-3	-15	.	5	5	-6	6	5
Cc1cccnc1NC(=S)NC(=O)/C=C/c1ccccc1	40	-34	1.5	14	0	.	-3	.
C[C@H]1CN([C@@H](C)CO)C(=O)CCCn2cc(nn2)CO[C@H]1CN(C)C(=O)Nc1ccc(N2CCN(C)CC2)cc1	-4	24	0.0	2	-2	1	-1	0
CCC(C)(CC(=O)Nc1nccs1)c1ccccc1 (centres undefined)	-4	-17	0.0	3	2	-2	-2	-13
COc1ccc(C2C(C#N)C(C#N)N3CCCN23)cc1 (centres undefined)	-6	.	.	.	3	0	.	-1
O=C1NC[C@H](c2ccccc2)N(CCc2cccc(F)c2)C1=O	4	-10	-0.1	0	-2	0	-1	-6
Cc1ccc(C)c(Oc2coc3cc(O)ccc3c2=O)c1	-1	-15	0.4	1	1	-1	0	2
Cc1ccc(NC(=O)CCNS(=O)(=O)c2cccc3nsnc23)cc1	.	-14	.	12	-4	1	3	-6
OC1CCCCC1Sc1nc2ccccc2s1 (centres undefined)	53*	.	.	.	-5	-3	.	11
[N-]=[N+]=NC[C@H](Cc1ccccc1)N1CC[C@@H](NC(=O)OCc2ccccc2)CCC1=O	-3	-23	.	5	.	0	-4	3
NC1=NC(=O)/C(=C\c2ccc(-c3ccc(Cl)cc3)o2)S1	25	-118	0.7	9	-4	-1	-1	-6
NC(=O)c1ccc(Oc2ccc3c(c2)CCC3)c([N+](=O)[O-])c1	-24	-9	0.4	-1	2	.	1	-8
O=C(C[C@H]1CC[C@H](NC(=O)Nc2ccc(F)cc2)[C@@H](CO)O1)NCCN1CCCC1	-1	-2	0.4	5	0	3	0	-7
CN(c1ccc(C(=O)Nc2cccnc2)cc1)S(C)(=O)=O	-7	.	.	.	0	-3	.	-1
Cc1cc(C)n(-c2nc3ccccc3nc2N2CCCC2)n1	-9	5	.	0	-7	.	-4	.
COc1cccc(-c2cnc(C(O)c3ccc(F)cc3)[nH]2)c1 (centres undefined)	56*	5	0.0	5	.	1	5	3
O=C1C(=O)N(CCCn2ccnc2)C(c2cccnc2)/C1=C(/O)c1ccc(F)cc1 (centres undefined)	6	.	.	.	2	0	.	-6
O=C(Nc1ccccc1Cl)OCC#CCOC(=O)Nc1ccccc1Cl	.	-19	-0.1	5	.	6	-2	-2
COc1ccc(C=NCCCN2CCOCC2)cc1	6	.	.	.	-17	-7	.	-9
Cn1c(O)c(N=NC(=S)Nc2ccccc2F)c2cc(S(=O)(=O)N3CCOCC3)ccc21	-68	-12	0.8	-4	1	-3	4	0
CC(=O)N(C)C[C@@H]1Oc2cc(C3=CCCC3)ccc2S(=O)(=O)N([C@H](C)CO)C[C@H]1C	-2	-8	0.0	4	-2	2	-1	9
CC(NC(=O)c1ccccc1Cl)C1COc2ccccc2O1 (centres undefined)	36	.	.	.	-1	-10	.	-12
Cc1ccc(Oc2nnc(-c3ccccc3)cc2C#N)cc1	22	.	.	.	3	-3	.	1
CCN(CC(=O)Nc1cccc(S(=O)(=O)N(C)c2ccccc2)c1)Cc1ccccc1	-4	-2	-0.3	-2	6	-1	0	-10
Cc1cc(NC(=O)CS(=O)c2cn(Cc3cccc(Cl)c3)c3ccccc23)no1 (centres undefined)	7	-23	.	0	.	1	-3	9
COc1ccccc1C(=O)Nc1cccc2c1CCCC2	2	-12	-0.1	0	20	3	1	3
O=C(CCCn1c(=O)[nH]c2cc(Cl)ccc2c1=O)N1CCN(c2ccc([N+](=O)[O-])cc2)CC1	-18	.	.	.	-2	4	.	-3
COc1cc(NC2=Nc3cccc4cccc2c34)cc(OC)c1OC	-9	-38	24	7	19	-1	3	0
C[C@@H]1CC=C[C@H]2[C@H]1C(=O)N(Cc1ccccc1)[C@H]2c1ccc2ccccc2c1	11	-12	.	-2	1	-1	0	-7
CN(C)S(=O)(=O)c1ccc(C(=O)NCC(=O)Nc2ccc(F)c(F)c2)cc1	-5	-10	0.2	1	-6	-3	2	0
Cc1ccc(S(=O)(=O)Nc2ccccn2)c(C)c1	-5	-70	0.3	3	.	5	3	1
COc1cc(OC)cc(C(=O)NNC(=O)CN2C(=O)NC(C)(c3ccccc3)C2=O)c1 (centres undefined)	-8	1	0.3	4	.	-1	3	14
C[C@H]1CN([C@@H](C)CO)C(=O)Cc2cc(NC(=O)Nc3ccc(C(F)(F)F)cc3)ccc2O[C@@H]1CN(C)Cc1ccccc1	1	10	0.4	4	13	2	0	-1
Cn1nnnc1SCC(=O)c1ccco1	3	.	.	.	-13	-5	.	3
C[C@@H]1CN([C@@H](C)CO)C(=O)CCCn2cc(nn2)CO[C@H]1CN(C)S(=O)(=O)c1ccccc1C#N	-6	9&3	-0.1&0.3	-1&5	.	2	0&1	-22
O=C(C[C@H]1CC[C@H]2[C@@H](COC[C@H](O)CN2Cc2nccs2)O1)NCc1ccc(Oc2ccccc2)cc1	-8	9	0.2	0	-3	-1	4	-13
O=S1OC(c2ccccc2)c2cc(Cl)ccc21 (centres undefined)	.	-8	0.0	6	9	8	0	2
CCN1CCN(c2ccc(NC(=O)c3ccc(Cl)c(S(=O)(=O)N4CCCC4)c3)cc2)CC1	-12	33	.	-8	3	-1	-81	16
N=C1/C(=C\c2ccc(Br)o2)C(=O)N=C2SC(CC(=O)N3CCCCC3)=NN12	-10	-41	.	-20	2	-4	-1	1
O=C(CN1C(=O)COc2ccccc21)c1cccc(Cl)c1	4	.	.	.	-7	11	.	4
COc1ccc(N(C(=O)c2ccc(F)cc2)C2=CC3CCC(C2)N3C)cc1 (centres undefined)	2	.	.	.	4	-4	.	-6

Part of the list above in another layout.
canonical_smiles | esBAF inh | RAD52 inh | E-sel inducer | ERp5 block | ARNT-TACC3 inh | PglD inh | Casp6 inh | RAD54 branch
CN(C)S(=O)(=O)c1ccc(C(=O)NCC(=O)Nc2ccc(F)c(F)c2)cc1 | -5 | -10 | 0.2 | 1 | -6 | -3 | 2 | 0
O=S1OC(c2ccccc2)c2cc(Cl)ccc21 (centres undefined) | . | -8 | 0.0 | 6 | 9 | 8 | 0 | 2

Other entries.
SMILES	esBAF inh	RAD52 inh	E-sel inducer	ERp5 block	ARNT-TACC3 inh	PglD inh	Casp6 inh	RAD54 branch
C/C(=N\NC(=O)c1cc(C)oc1C)c1ccc2c(c1)OCO2	.	0	.	0	0	.	-4	.
CCOCCCN1CC(C(=O)NCc2ccc3c(c2)OCO3)CC1=O (centres undefined)	.	-8	-0.2	2	-3	.	1	.
CCC(C)Oc1cc(-c2ccnc(Nc3cccc(Cl)c3)n2)ccn1 (centres undefined)	-6	-9	-0.2	3	.	2	1	3
Cc1ccc(C)c(S(=O)(=O)N2CCN(C(=O)CCC(=O)NCc3ccc(Cl)cc3)CC2)c1	0	-25	-2.0	-6	9	-3	4	-8
CCC/C(C#CCCN1C(=O)c2ccccc2C1=O)=C1/c2ccccc2C(=O)N1c1ccccc1	0	-67	0.1	1	.	-1	-3	-3
CC(C)NC(=O)N(C)C[C@@H]1Oc2ccc(NC(=O)CCC(F)(F)F)cc2C(=O)N([C@@H](C)CO)C[C@@H]1C	-2	8	1.0	4	7	-1	-1	-1
O=C(NCc1ccccc1)c1cc(C2CCCCN2S(=O)(=O)c2cccc3cccnc23)on1 (centres undefined)	7	-11	-0.2	3	.	.	4	-13
COc1ccccc1CNC(=O)C1CCCN(S(=O)(=O)c2c(C)[nH]c(=O)[nH]c2=O)C1 (centres undefined)	-7	.	.	.	0	-12	.	5
Cc1ccc(C)c(CN2C(=O)COc3ccc(C(=O)c4ccccc4C(=O)O)cc32)c1	-1	-7	.	1	-1	.	2	.
CCc1nnc(NC(=O)C2CC(=O)N(CCc3ccc(F)cc3)C2)s1 (centres undefined)	1	-8	.	2	-2	0	0	-9
CC1CCc2nc(NC(=O)Nc3ccc4c(c3)OCO4)sc2C1 (centres undefined)	.	9	.	3	3	.	3	.
O=C(C[C@@H]1C[C@H]2c3cc(NC(=O)NC4CCCCC4)ccc3O[C@H]2[C@H](CO)O1)NC1CCCC1	.	-11	-0.1	-5	.	.	1	.
CC1=NN(c2ccccc2)C(=O)/C1=C/c1c(O)n(-c2ccc(F)cc2)[nH]c1=O	55*	.	.	.	3	-11	.	-3
COc1ccc(CN(C)S(=O)(=O)c2nnc(NC(=O)c3ccccc3Br)s2)cc1	-2	-20	.	-20	-1	-5	-4	-7
O=C(NCC1CCCCC1)[C@@H]1[C@@H](CO)[C@@H]2Cn3c(ccc(C4=CCCC4)c3=O)[C@H]1N2	0	-11	-0.4	-3	9	-2	2	3

Whole records from above. Order of screens: esBAF inh, RAD52 inh, E-sel inducer, ERp5 block, ARNT-TACC3 inh, PglD inh, Casp6 inh, RAD54 branch
O=C(C[C@@H]1C[C@H]2c3cc(NC(=O)NC4CCCCC4)ccc3O[C@H]2[C@H](CO)O1)NC1CCCC1 is listed as ., -11, -0.1, -5, ., ., 1, .
O=C1NC[C@H](c2ccccc2)N(CCc2cccc(F)c2)C1=O is listed as 4, -10, -0.1, 0, -2, 0, -1, -6
NC1=NC(=O)/C(=C\c2ccc(-c3ccc(Cl)cc3)o2)S1 is listed as 25, -118, 0.7, 9, -4, -1, -1, -6
C[C@@H]1CC=C[C@H]2[C@H]1C(=O)N(Cc1ccccc1)[C@H]2c1ccc2ccccc2c1 is listed as 11, -12, ., -2, 1, -1, 0, -7

Next part:
SMILES	esBAF inh	RAD52 inh	E-sel inducer	ERp5 block	ARNT-TACC3 inh	PglD inh	Casp6 inh	RAD54 branch
O=C(CN1CCN(S(=O)(=O)c2ccccc2F)CC1)NCC1(N2CCOCC2)CCCCC1	-8	-32	0.0	4	2	1	-1	-11
C[C@@H]1CCCCO[C@@H](CN(C)S(=O)(=O)c2ccccc2)[C@H](C)CN([C@@H](C)CO)C(=O)c2cc(NC(=O)Nc3ccc(C(F)(F)F)cc3)ccc2O1	2	-19	1.7	1	-4	0	1	-3
Cc1nc(C)c(/C(O)=C\c2nc3ccc([N+](=O)[O-])cc3oc2=O)o1	.	-135	-0.1	-1	.	1	7	-8
CCC(=O)N[C@H]1C=C[C@H](CC(=O)OC)O[C@@H]1CO	1	8&-6	-0.2&1.6	-2&6	-18	-2	1&4	2
O=C(Nc1ccc(F)cc1F)N1CCCCCC1	23	-7	.	-11	9	5	0	-4
O=C(Nc1cccnc1)Nc1ccc(F)c(Cl)c1	9	.	.	.	-2	-3	.	-5
C[C@H]1CN([C@@H](C)CO)C(=O)CCCn2cc(nn2)CO[C@@H]1CN(C)Cc1ccc(Cl)c(Cl)c1	1	-8	4.2	6	-6	2	0	6
CO[C@H]1CN(C)C(=O)c2cc(NC(C)=O)ccc2OC[C@@H](C)N(C(=O)c2ccc(F)cc2)C[C@@H]1C	1	3	0.0	2	-8	-2	.	3
O=C(COc1ccccc1)N1CCN=C1SCc1ccccc1F	.	-11	6.2	3	0	-1	0	-5
COCC(=O)N(C[C@H]1N[C@H](CO)[C@@H]1c1ccc(C2=CCCCC2)cc1)C(C)C	1	-20	0.0	-4	1	0	0	-2
C=CCOc1nc(-c2ccncc2)nc2ccccc12	0	.	.	.	-7	-5	.	5
